# Source: PubChem (several laboratories)
# Ins promoter up = insulin promoter activators in MIN6 cells, imaging, high-content screening, mouse beta cells. 0.3% of 190,000 active. MIN6 insulin promoter-GFP reporter; active compounds read high. AID 1625, 2009. z-score at 5 µM;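 active means z-score above 3 at 5 µM with at least 500 cells counted in the well; inconclusive means wells under 500 cells, flagged as cytotoxic or low count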
# MT stabilize HCS = microtubule stabilizers in HeLa cells, primary screen, imaging, high-content imaging; HeLa tubulin immunostaining HCS, 24 h; share of cells brighter than vehicle mean+2SD; % tubulin-high responders, % at 10 µM; 0.83% of 200,000 active;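 active means plate Z-score above 3 for both tubulin-high and condensed-nucleus cell shares, with cell loss under 80%, at 10 µM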;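 further: anti alpha tubulin signal scored within the nucleus-defined area of each cell; some results filed as inactive read as strong as hits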
# West Nile virus CPE = West Nile virus antiviral activity, cell-based, CPE readout (AID 1621). 0.02% of 290,000 active. one-dose CPE inhibition, % at 10 µM; IC50 in µM for titrated hits. West Nile virus-infected cells, CPE inhibition; higher % means a stronger effect; in the data active means a potency from the dose series; inconclusive means CPE inhibition mostly from about 3.7% at the one dose, without a potency; inactive means the rest, 99 in 100 with CPE inhibition below about 2.2%; further: strong numbers were not always called active
# Autophagy mod = autophagy modulators in MEF cells, primary screen, imaging, high-content, MEF GFP-LC3; 0.98% of 190,000 active; MEF GFP-LC3 puncta imaging; test concentration mostly 10 µM; calls only at 10 µM (by protocol);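 active means percentage of spot-positive cells more than 3 SD above its plate mean, without a fluorescence outlier flag or 80% toxicity; inconclusive means no clear call, values can overlap the other calls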;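 further: spot-positive cell cutoff set from DMSO-treated cells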
# Myeloid diff MLP = induction of myeloid progenitor differentiation, primary screen, cell-based, flow cytometry, MLPCN library; 1% of 360,000 active; calls only at 10 µM; ER-HoxA9 myeloid progenitors, lysozyme-GFP differentiation;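 active means normalized GFP-positive differentiation at or above the plate's own cutoff, the solvent-only control mean plus 3 SD; inconclusive means no clear call, values can overlap the other calls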;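 further: cells exposed to compound for four days before flow analysis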
# WT yeast gro inh = growth inhibition of WT strain, primary screen, mitochondrial fusion inhibitor project, WT and mutant strains, chemical genetic. mitochondrial fusion phenotypic screen. inhibition, % at 10 µM. 2.1% of 190,000 active; in the data active means inhibition above about 58%; tested in S. cerevisiae
# bCat nuc transl = modulators of beta-catenin nuclear translocation, primary screen, imaging, HeLa cells, immunofluorescence, high-content | 0.3% of 190,000 active | AID 1665, 2009 | nuclear translocation activity, % at 5 µM;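 active means nuclear translocation activity above 50% at 5 µM, with a well cell count of 50 or more; inconclusive means wells under 50 cells across six images, flagged as toxic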;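 further: per-cell ratio of nuclear to cytoplasmic median beta-catenin stain intensity; plate controls were DMSO negative control for no effect and GSK-3 inhibitor IX positive control for full effect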
#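 Test system: HeLa cells, endogenous beta-catenin; Compound: single 5 µM dose plus 0.02–20 µM confirmation series; Times: compound exposure 24 h at 37°C; Signal: fluorescence imaging of beta-catenin antibody stain plus DAPI; Read-out: % activation, nuclear-to-cytoplasmic median beta-catenin signal ratio per cell.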
# Lipid droplet = inhibitors of hepatocyte lipid droplet formation, primary screen, imaging, high-throughput imaging, BODIPY stain; AML12 mouse hepatocytes, oleate lipid droplets; inhibition, % at 6.5 µM; 0.4% of 240,000 active; AID 1656, 2009;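 active means lipid droplet intensity inhibited by at least 50%, with more than 500 cells counted; inconclusive means wells with under 300 cells, treated as cytotoxic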
#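 Test system: AML12 hepatocytes (mouse); reagent: oleate loading, 100 µM; dosing: one dose, 6.5 µM compound; incubation: overnight exposure; signal: fluorescence imaging, 20x objective, two fields per well; read-out basis: % inhibition of corrected integrated BODIPY droplet signal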
# T cell HTS = modulators of CD8 T cell-vesicle binding, primary screen, mouse 2C CD8+ T cells, flow cytometry; 2C CD8+ T cell-vesicle binding; active compounds read low; calls only at 7 µM; 0.068% of 330,000 active;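 active means response, share of CD8 T cells binding vesicles, and their 90th percentile fluorescence all below set limits, cut at about 80% in these data, passing the limit was not always enough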
#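 Read-out – percent CD8+ FL2 mean versus row control · System – murine 2C transgenic CD8+ T lymphocytes · Times – 1.5 h cell–vesicle binding at 37 °C, then 20 min icy labelling · Control set – naked vesicles low, QL9 vesicles with vehicle high · Detection – cytometric PE anti-B7-1 and Alexa647 anti-CD8 signals after 1% paraformaldehyde fixation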
# WT yeast gro inh mutant strain = also measured in WT yeast gro inh; calls as there; inhibition, %; mitochondrial fusion phenotypic screen, mutant strain inhibition
# Ins promoter up cell count = second read-out of Ins promoter up, no call of its own (marks repeat the call); cell count; measured here: cytotoxicity, nuclei count;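 total cells summed across four imaged fields per well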
# Lipid droplet cells 6.5 µM = also measured in Lipid droplet; calls as there; cell count; measured here: cell count, cytotoxicity flag;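 cells counted across two imaged fields per well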
# bCat nuc transl cell count 5 µM = second read-out of bCat nuc transl, no call of its own (marks repeat the call); cell count; measured here: cell count, cytotoxicity flag
# T cell HTS vesicle-bound % = also measured in T cell HTS; calls as there; double positive events, %; measured here: CD8+ vesicle-bound cell fraction;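 binding gate set so that unloaded-vesicle control wells show 10% double positive cells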
# MT stabilize HCS Hoechst-high % = recorded beside MT stabilize HCS, whose call it bears; % Hoechst-high responders; measured here: nuclear condensation Hoechst responders;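 share of cells brighter than vehicle mean plus two SD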
# MT stabilize HCS cytotoxicity % = second read-out of MT stabilize HCS, no call of its own (marks repeat the call); toxicity, %; measured here: cytotoxicity by cell density;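 0% = mean cell density of plate MIN control wells and 100% = no cells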
# Autophagy mod cell loss 18 h = also measured in Autophagy mod; calls as there; toxicity, %; measured here: cell loss, nuclei count;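 cell loss after 18 h compound exposure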
# Myeloid diff MLP GFP+ MAC1+ % = second read-out of Myeloid diff MLP, no call of its own (marks repeat the call); GFP+ MAC1+ double positive, %; measured here: differentiation confirmed by MAC1 staining
# Numbers without * were called inactive; i = inactive; ? = inconclusive; / = no result given; + = active, no number.
SMILES,Ins promoter up,Ins promoter up cell count,MT stabilize HCS,MT stabilize HCS Hoechst-high %,MT stabilize HCS cytotoxicity %,West Nile virus CPE,Autophagy mod,Autophagy mod cell loss 18 h,Myeloid diff MLP,Myeloid diff MLP GFP+ MAC1+ %,WT yeast gro inh,WT yeast gro inh mutant strain,bCat nuc transl,bCat nuc transl cell count 5 µM,Lipid droplet,Lipid droplet cells 6.5 µM,T cell HTS,T cell HTS vesicle-bound %
Nc1nc(-c2cccc(F)c2)cs1,-0.59,1479,2.2,1.8,6.4,0.3%,i,-1,i,0.7,1,6,0.7,1564,4,647,i,56
O=C(/C=C/c1ccccc1)Oc1coc(CSc2ncccn2)cc1=O,0.62,1151,4.5,1.7,6.7,0.0%,i,14,i,0.2,-1,-16,/,/,-3,724,i,47
O=C(COc1ccc(Br)cc1)N1CCOCC1,1,1150,2.4,2.0,6.6,-0.1%,i,-6,i,1.6,-10,5,-0.9,958,-6,752,i,44
CC(C(=O)Nc1cccnc1)c1ccc([N+](=O)[O-])cc1 (stereo not drawn),-0.13,1566,3.5,3.6,8.6,0.1%,i,-7,i,0.7,-5,-2,-1.1,1030,7,661,i,62
O=C(NCCN1CCOCC1)c1cc2cc([N+](=O)[O-])ccc2s1,0.38,1354,4.2,1.9,8.4,-1.2%,i,7,i,0.6,11,4,-0.8,1580,1,681,i,57
CC(C)OC(=O)Nc1ccc2c(c1)N(C(=O)CCN1CCN(CCO)CC1)c1ccccc1CC2,/,/,2.9,1.7,12,0.4%,i,-19,i,0.2,5,6,1.5,866,-7,700,i,15
COC(=O)C(Cc1ccccc1)NC(=O)CNC(=O)c1ccc(Br)cc1 (stereo not drawn),/,/,/,/,/,0.0%,/,/,i,2.5,/,/,/,/,-29,814,i,21
CCN1CCC(NC(=O)Nc2cc(Cl)ccc2OC)CC1,0.95,1605,2.4,1.6,8.2,-0.5%,i,19,i,0.0,7,-2,-2.4,944,-2,716,i,58
CN1C(=O)C(O)(CC(=O)/C=C/C=C/c2ccccc2)c2ccccc21 (stereo not drawn),-0.34,1051,4.2,2.3,12,-0.8%,i,-11,i,0.7,1,7,0.3,784,-10,644,i,58
Cc1occc1C(=O)Nc1nccs1,-0.69,1285,2.8,1.8,3.3,0.4%,i,1,i,0.8,16,14,1.9,1130,-2,742,i,38
O=C(CSc1nnc(C2CCCCC2)o1)Nc1ccccc1Cl,/,/,/,/,/,-1.2%,/,/,i,0.6,/,/,/,/,5,783,i,9
CCCc1nnc(NC(=O)COC(=O)c2cc(C)nc3ccccc23)s1,-0.08,1664,3.6,1.8,0.1,-0.4%,i,-21,i,11,-9,8,2.8,1360,/,/,i,64
COC(=O)Cn1cnc2c(nnn2-c2ccc(C)cc2)c1=O,/,/,4.8,2.6,6.3,0.2%,i,22,i,4.7,-4,-5,/,/,-5,717,i,18
CCOc1ccc(CNc2ccc3c(c2)nc(C)n3C)cc1,0,1196,2.0,1.5,2.8,-0.4%,i,8,i,1.0,15,58,/,/,-3,686,i,27
CC1C(=O)N(Cc2ccc([N+](=O)[O-])cc2)c2ccccc2N1C(=O)c1c(F)cccc1F (stereo not drawn),/,/,/,/,/,0.1%,/,/,i,0.6,/,/,/,/,-30,851,i,63
CCOc1ccc(NS(=O)(=O)c2ccc(C(=O)N3CCN(C(C)=O)CC3)cc2)cc1,/,/,/,/,/,0.1%,/,/,?,/,/,/,/,/,-4,683,i,13
Cc1ccc(S(=O)(=O)N2CCN(C(=S)NCc3ccc4c(c3)OCO4)CC2)cc1,-0.88,1619,2.9,2.1,7.4,-0.8%,i,1,i,0.6,17,-14,-3.3,1095,4,696,i,11
O=C(CO)N/N=C/c1ccc(Cl)cc1,0.25,1268,3.1,1.0,7.7,1.9%,i,16,i,1.6,-7,-2,-0.9,1379,/,/,i,17
O=C(Nn1c(C2CCC2)nc2ccccc2c1=O)C1CCC1,0.13,875,3.5,2.8,11,-0.2%,i,10,i,0.8,7,-7,-1.4,668,/,/,i,58
CCOC(=O)C1CCCN(Cc2cn[nH]c2-c2ccc(F)cc2F)C1 (stereo not drawn),-0.15,1399,3.2,1.8,8.2,0.1%,+,-9.1*,i,0.1,-15,-18,-1.4,1081,-17,622,i,63
COc1ccc(/C=C2/SC(=O)N(CCC(=O)Nc3ccccc3C(=O)O)C2=S)cc1,/,/,/,/,/,0.5%,/,/,i,1.4,/,/,/,/,-9,844,i,58
Cc1cc(C(=O)N/N=C2\CCCC(=O)C2)c(C)n1-c1ccccc1,-0.18,1560,5.3,3.4,12,-0.8%,i,3,i,0.4,-5,-3,-4.4,1186,2,639,i,35
O=C1Cc2cc(S(=O)(=O)Nc3ccccc3Cl)cc3c2N1CCC3,/,/,/,/,/,-0.1%,/,/,i,0.3,/,/,/,/,6,684,i,32
CCOc1nc(-c2ccccc2O)nc2ccccc12,-0.49,1496,2.7,2.8,6.1,-0.4%,i,-7,i,1.8,0,-57,0.6,989,-2,721,/,/
O=C(O)c1cccc(Cn2c(Cl)c(/C=N/NC(=O)c3cccc(O)c3)sc2=O)c1,-0.18,1360,/,/,/,0.1%,/,/,i,0.5,/,/,-2.0,1229,12,690,i,26
CCC(=O)c1ccccc1OCCCCn1cncn1,/,/,/,/,/,-0.6%,/,/,i,0.6,/,/,/,/,-2,796,i,24
O=C1NCN(c2ccccc2)C12CCN(c1nnnn1-c1ccccc1)CC2,-0.22,948,1.2,1.4,6.9,0.7%,i,-5,i,0.9,-5,-2,1.1,1130,-1,721,i,36
NS(=O)(=O)c1ccc(N2CCCCCC2)c([N+](=O)[O-])c1,1.9,1451,1.0,0.9,4.0,0.1%,i,7,i,0.4,-8,9,-1.3,1025,3,662,i,37
Cc1nn(CCc2n[nH]c(=S)n2-c2ccc(F)c(Cl)c2)c(C)c1[N+](=O)[O-],/,/,3.5,1.6,6.7,0.0%,i,-2,i,9.9,1,-2,/,/,/,/,i,53
COc1ccc(-c2nnc(SCC(=O)N3CCc4ccccc4C3)o2)cc1,0.76,803,1.7,1.4,7.5,-0.4%,i,-1,i,1.4,-1,-1,-3.3,1098,32,739,i,36
N#Cc1c(C#N)c(-c2ccccc2)n(-c2ccc(C(=O)O)cc2)c1N,-0.46,1482,1.6,1.1,5.2,0.5%,i,1,/,/,8,7,-2.9,1017,/,/,i,34
COC(=O)C(CC(C)C)NC(=O)CNC(=O)c1ccccc1C (stereo not drawn),-0.89,992,1.3,1.0,4.1,0.5%,i,-7,i,0.0,-42,-52,-1.5,1084,-12,687,i,27
CC(SCCc1ccccn1)C(=O)O (stereo not drawn),0.08,954,1.9,2.4,6.2,0.6%,i,-14,i,0.7,-4,-30,2.0,1167,/,/,i,27
O=C(NN=C1CCCC1)c1cccc(Br)c1,/,/,/,/,/,-0.3%,/,/,i,0.7,/,/,/,/,0,825,i,36
O=C(NCC(=O)N1CCCCCC1)c1ccc(Cl)cc1,/,/,/,/,/,0.0%,/,/,i,0.3,/,/,/,/,4,864,i,57
Oc1ccccc1C1Nc2cccc3cccc(c23)N1,-1.4,1497,2.9,2.4,6.2,0.2%,i,-9,i,0.4,-23,21,-0.1,1273,/,/,i,41
CCOC(=O)c1sc2nc(CC(=O)OC)nc(N3CCN(c4ccc(OC)cc4)CC3)c2c1C,/,/,1.4,1.3,7.3,1.2%,i,8,i,7.6,37,15,-1.9,993,-2,799,i,9
O=C(Nc1ccc(F)c([N+](=O)[O-])c1)c1ccc2c(c1)OCCO2,-0.61,1506,1.5,2.1,4.8,0.3%,i,12,i,0.2,9,-3,0.0,1009,-1,662,i,60
Cc1ccccc1NS(=O)(=O)c1ccc(Cl)cc1,0.14,1452,1.5,1.2,2.5,-0.4%,i,1,/,/,1,-3,0.3,1588,0,676,i,39
COc1ccc(N(CC(=O)NCc2ccc(C)cc2)S(=O)(=O)c2c(C)noc2C)cc1,/,/,/,/,/,1.4%,/,/,i,0.9,/,/,/,/,-1,708,i,10
CCOC(=O)C1CCN(C(=S)NC2CCCC2)CC1,0.43,1629,2.2,4.1,7.5,1.5%,i,-10,i,0.7,-4,11,-5.3,1046,14,669,i,65

# Shown as labelled records: part of the list above.
O=C(Nc1ccc(F)c([N+](=O)[O-])c1)c1ccc2c(c1)OCCO2
  Ins promoter up: -0.61 | Ins promoter up cell count: 1506 | MT stabilize HCS: 1.5 | MT stabilize HCS Hoechst-high %: 2.1 | MT stabilize HCS cytotoxicity %: 4.8 | West Nile virus CPE: 0.3% | Autophagy mod: i | Autophagy mod cell loss 18 h: 12 | Myeloid diff MLP: i | Myeloid diff MLP GFP+ MAC1+ %: 0.2 | WT yeast gro inh: 9 | WT yeast gro inh mutant strain: -3 | bCat nuc transl: 0.0 | bCat nuc transl cell count 5 µM: 1009 | Lipid droplet: -1 | Lipid droplet cells 6.5 µM: 662 | T cell HTS: i | T cell HTS vesicle-bound %: 60

Cc1ccccc1NS(=O)(=O)c1ccc(Cl)cc1
  Ins promoter up: 0.14 | Ins promoter up cell count: 1452 | MT stabilize HCS: 1.5 | MT stabilize HCS Hoechst-high %: 1.2 | MT stabilize HCS cytotoxicity %: 2.5 | West Nile virus CPE: -0.4% | Autophagy mod: i | Autophagy mod cell loss 18 h: 1 | Myeloid diff MLP: / | Myeloid diff MLP GFP+ MAC1+ %: / | WT yeast gro inh: 1 | WT yeast gro inh mutant strain: -3 | bCat nuc transl: 0.3 | bCat nuc transl cell count 5 µM: 1588 | Lipid droplet: 0 | Lipid droplet cells 6.5 µM: 676 | T cell HTS: i | T cell HTS vesicle-bound %: 39
